Source: PubChem BioAssay
ARNT TACC3 PPI: ARNT/TACC3 interaction disruption; AlphaScreen His-ARNT PAS-B/GST-TACC3 binding, luminescence; TACC3 fragment carries E629A point mutation; inhibition, % at 9.99 µM; 390,000 compounds, 0.66% hits; AID 623870;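 active means mean inhibition of replicates at least 50% and at least half of replicates each reaching 50%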;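 further: 0% = complete ARNT plus TACC3 wells and 100% = ARNT alone without TACC3; many hits fall short of the cut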
Numbers without * were called inactive.

SMILES	ARNT TACC3 PPI
COc1ccc(CNC(=O)/C(C#N)=C2\N=C(NC(=O)c3cccs3)c3ccccc32)cc1	-2
CCOc1ccc(S(=O)(=O)N2CCCCC2)cc1NC(=O)CN1C(=O)NC(C)(c2ccc(C)cc2)C1=O (stereo not drawn)	8
CC(C)CNC(=O)CC(=O)N/N=C/c1cccs1	-1
CC(=O)NC1C(=O)N(CCN2CCOCC2)c2ccc(C)cc21 (stereo not drawn)	-40
Cn1c(O)c(N=Nc2nc(-c3ccccc3)cs2)c2ccccc21	9
COc1ccc(C2c3c(ccc4ccccc34)Oc3ncn4nc(Cc5ccccc5)nc4c32)cc1OC (stereo not drawn)	-5
CCCCc1ccc(NC(=S)Nc2ccc(Cl)c(S(=O)(=O)N(C)C)c2)cc1	-2
Cn1c(=O)c(C(=O)CN2CCc3ccccc32)c(N)n(Cc2ccccc2)c1=O	5
C/C(=N\NC(=O)c1cc(-c2cccc([N+](=O)[O-])c2)n[nH]1)c1ccccc1O	-24
CC(C(=O)Nc1ccccc1Oc1ccccc1)c1ccccc1 (stereo not drawn)	-6
O=C(/C=C/c1ccccc1)NC(NC(=S)Nc1ccc(C(=O)O)cc1)C(Cl)(Cl)Cl (stereo not drawn)	43
Cc1ccc(Oc2cc([N+](=O)[O-])cc3c2C(=O)Nc2ccccc2O3)cc1	20
Cc1ccc(S(=O)(=O)/N=C2/NC(=O)/C(=C/c3ccc(Br)o3)S2)cc1	-12
Cn1c(N2CCN(C(=O)Nc3ccc(C(F)(F)F)cc3)CC2)nc2ccccc21	-4
Cn1cccc1/C=C1\SC(=S)N(NC(=O)c2ccccc2Cl)C1=O	30
CC(=O)/C(=N\Nc1ccccc1Cl)Sc1nnc(-c2ccccc2)n1-c1ccccc1	-8
Cc1ccc(Cl)cc1N1CCN(CC(O)COCc2ccco2)CC1 (stereo not drawn)	-5
Cc1ccc(S(=O)(=O)Nc2cccc3c2CCCC3)cc1	0
CCCCCC(=O)NC(=S)NNC(=O)CC	16
Nc1c(C(=O)NCc2ccc3c(c2)OCO3)c2nc3ccccc3nc2n1CCCN1CCOCC1	-16
Cc1nn(Cc2ccccc2)c(C)c1NC(=O)CSc1nc2c(c(C(F)(F)F)n1)CCc1ccccc1-2	13
CN1CCN(S(=O)(=O)c2ccc(NC(=S)NC(=O)C3CC3)cc2)CC1	-3
COc1cc(C2CC(C(F)(F)F)n3ncc(C(=O)O)c3N2)cc(OC)c1OC (stereo not drawn)	0
O=C(O)c1ccc2c(=O)n3c(nc2c1)/C(=C/c1ccccc1C(F)(F)F)CCCC3	-9

Some of the entries above, set out differently:
Cc1nn(Cc2ccccc2)c(C)c1NC(=O)CSc1nc2c(c(C(F)(F)F)n1)CCc1ccccc1-2
  ARNT TACC3 PPI = 13
CN1CCN(S(=O)(=O)c2ccc(NC(=S)NC(=O)C3CC3)cc2)CC1
  ARNT TACC3 PPI = -3

Later entries
SMILES	ARNT TACC3 PPI
C=CCOc1ccccc1CNc1ccc2c(c1)OCCO2	-6
O=C(COC(=O)c1ccccc1NS(=O)(=O)c1ccc(Cl)cc1)NCc1ccccc1	3
Cc1ccc(C(=O)NN2C(=O)CSC2=S)cc1	-10
CCOC(=O)c1[nH]c2ccc(OC)cc2c1NS(=O)(=O)c1ccc(Cl)s1	-2
CC1(C)OC(=O)C(=NNc2ccc(Br)cc2)C(=O)O1	-1
Cc1ccc(/C=N/NC(=O)CSc2nc3ccccc3n2Cc2ccccc2)o1	1
COc1ccccc1NC(=O)c1ccc(NC(=O)COC(=O)C2(C)CC2(Cl)Cl)cc1 (stereo not drawn)	-5
CCC1(C)C(Nc2c(C)cccc2C)=NC(=S)N1c1ccc(NC(C)=O)cc1 (stereo not drawn)	25
COCCCN(C(=S)Nc1c(C)cc(C)cc1C)C(C)c1ccncc1 (stereo not drawn)	0
O=C(CNC(=O)Cc1ccccc1)NCC(=O)OCC(=O)c1ccc(Cl)cc1	-4
CN(C)c1ccnc2sc3c(=O)n(Cc4ccccc4)cnc3c12	-21
Cc1ccc2nc(NC(=O)Cn3nc(C)c([N+](=O)[O-])c3C)sc2c1	4
COc1ccc(/C=C/C(=O)OCC(=O)Nc2cccc(C(C)=O)c2)cc1	-7
C#CCN1C(=O)S/C(=C\c2ccc(N3CCOCC3)cc2C)C1=O	1
Cc1ccc(CNC(=O)Cn2c(=O)c3sccc3n(Cc3ccc([N+](=O)[O-])cc3)c2=O)cc1	7
O=C(Nc1cccc(Cl)c1)c1ccc(-n2cncn2)c([N+](=O)[O-])c1	4
CCC(C)NC(C(=O)Nc1ccc(Cl)c([N+](=O)[O-])c1)c1ccccc1 (stereo not drawn)	-2
O=C(NNC(=O)c1ccccc1Br)c1ccc(SCC2CCCO2)c([N+](=O)[O-])c1 (stereo not drawn)	-13
Cc1ccc(S(=O)(=O)/N=C2\C(=O)c3ccccc3C([O-])=C2n2cc[n+](CCC(C)C)c2)cc1	10
CCN1C(=O)C(C(=O)NC(C)c2ccccc2)C2CC1(C)Oc1ccccc12 (stereo not drawn)	-1
COC(=O)c1c(NC(=O)CN2CCN(c3ccccc3Cl)CC2)sc(C)c1C	-5
CC1CCCCN1C(=O)CSc1nnc(CSc2ncccn2)n1C (stereo not drawn)	-4
CC1CN(C(=O)c2cc3c(s2)CCC3)CC(C)O1 (stereo not drawn)	6
Cc1nc(NCCc2ccccc2)c(C#N)c(C)c1[N+](=O)[O-]	-16
COc1ccc2c(c1)CCc1c(C(=O)Nc3ccc(OC)c(OC)c3)noc1-2	-1
C/C(CC(C)(C)C1CCCCC1)=N\NC(N)=S	10
CCc1ccc(NC(=O)CSc2nnc(-c3n[nH]c4ccccc34)n2-c2ccccc2)cc1	-5
Cc1cccc(N(CC(=O)NC2CCCC2)C(=O)CS(=O)CC(=O)Nc2ccc3c(c2)OCO3)c1 (stereo not drawn)	-6
Cc1ccc2nc(SC(C)C(=O)NC3CCCc4ccccc43)[nH]c2c1 (stereo not drawn)	-5
O=C(C1=NN[C@@H]2C(=O)N(c3ccccc3C(F)(F)F)C(=O)[C@H]12)C(c1ccccc1)c1ccccc1	-3
O=C(NC1CCS(=O)(=O)C1)C1CCCN(S(=O)(=O)c2ccc(Cl)cc2)C1 (stereo not drawn)	-3
COCCCn1c(=O)/c(=C\c2ccccc2OC(F)F)s/c1=C(/C#N)C(=O)NC(C)C	-5
O=C(NC(=S)Nc1cc(C(F)(F)F)ccc1N1CCOCC1)c1ccc(-c2cccc(Cl)c2)o1	-1
COc1ccc(C(=O)C[n+]2ccc3c(c2)nc(-c2ccccc2)n3C)cc1	5
CC(=O)Nc1ccc(OCC(O)CN2C(C)CCCC2C)cc1 (stereo not drawn)	-6
COCc1nnc(NC(=O)c2ccccc2[N+](=O)[O-])s1	-2
CC(C)(C)C(=O)NC(=S)Nc1sc2c(c1C#N)CCCCC2	7
CC1(C)CC(=O)C(C=NCC(O)c2ccccc2)=C(O)C1 (stereo not drawn)	-8
COc1cc(OC)cc(C(=O)Nc2ccc(S(=O)(=O)N(C)C)cc2)c1	-8
O=[N+]([O-])c1ccc(/C=N/NC(=S)Nc2ccccc2C(F)(F)F)o1	7
O=C(CSc1nc2c(sc3ccccc32)c(=O)n1CCCN1CCCC1)NCC1CCCO1 (stereo not drawn)	5
COc1cccc(C(=O)NC(=S)Nc2nnn(C)n2)c1	-5
Cc1ccc(NC(=O)Cc2ccccc2Cl)cc1S(=O)(=O)N(C)C	-24
COc1ccc(C(=O)N(Cc2ccco2)Cc2cccs2)c(O)c1	-3
COc1ccc(CCNC(=O)CSc2ncn[nH]2)cc1	-20
O=C(CCCCCn1c(=S)[nH]c2ccc(N3CCOCC3)cc2c1=O)NCCc1ccccc1	0
COc1ccnc(-n2cccc2C=O)c1C#N	1
CN(C)C(=O)c1ccc(-c2nnc(NCc3ccccc3)c3ccccc23)cc1	-10
O=C(NCc1ccco1)c1nc2c(nnn2Cc2cccc(Cl)c2)c(=O)[nH]1	1
O=C(CSC(=S)N1CCOCC1)N1N=CCC1c1ccccc1 (stereo not drawn)	0
COc1ccc(C(=O)NCc2ccc3c(c2)OCO3)cc1S(=O)(=O)NCc1ccc(Cl)cc1	1
Cc1cc(C)cc(NC(=O)CCNS(=O)(=O)c2ccc3c(c2)oc(=O)n3C)c1	2
CC(C)C(C)(C#N)NC(=O)CSc1nc2scc(-c3ccc(F)cc3)c2c(=O)n1Cc1ccccc1 (stereo not drawn)	1
COc1ccc(-c2cn(-c3ccc(SC(F)F)cc3)c3[n+]2CCC3)cc1OC	-3
Cc1ccc(S(=O)(=O)CCc2nnc(NC(=O)c3cccs3)s2)cc1	-9
CCCCn1c(-c2ccco2)n[nH]c1=S	-9

(listing goes on)
SMILES	ARNT TACC3 PPI
CC(C)(C)/C(O)=C/c1nc2ccccc2[nH]c1=O	-4
O=C(O)c1cc2c(cc1Br)OCCCO2	-3
CC[n+]1ccc(C[n+]2ccccc2)c2ccccc21	5
O=C(Nc1ccc(Cl)cc1)Nc1ccc(N2CCCC2)c(S(=O)(=O)Nc2ccccc2Cl)c1	1
Cc1nn(C)c(C(=O)Nc2ccc(Br)cc2F)c1Br	4
O=c1c2ccccc2nc2n1CC/C2=C/N1CCN(c2cccc(C(F)(F)F)c2)CC1	4
CONC(=O)Nc1ccccc1[N+](=O)[O-]	-3
CCc1nc2n[nH]c(N)c2c2c1CSC(C)(C)C2	2
CC(=C1C(=O)c2ccccc2C1=O)N1CCN(C/C=C/c2ccccc2)CC1	10
O=C(NCc1ccco1)c1ccccc1NS(=O)(=O)c1cccs1	-15
COc1ccccc1-n1c(SCC(=O)Nc2ccccc2F)nc2[nH]ncc2c1=O	-11
S=C(NCCc1ccc(Cl)cc1)Nc1ccc(Cl)cc1Cl	-5
Cc1cc(Oc2ccc(-c3nnc(-c4ccccc4)o3)cc2[N+](=O)[O-])ccc1Cl	0
O=[N+]([O-])c1cccc2ccc(/C=C/c3cccc(Br)c3)nc12	-1
Cc1cc(=O)[nH]c(SCC(=O)/C=C2\N(C)c3ccccc3C2(C)C)n1	-4
COc1cccc(NS(=O)(=O)c2ccc3[nH]cc(C(=O)N(C)Cc4ccco4)c(=O)c3c2)c1	9
Cc1ccc(C(=O)NCCc2nnc3ccc(SCC(=O)Nc4ccccc4C)nn23)cc1	-10
O=C(N/N=C/c1ccc(-c2ccccc2[N+](=O)[O-])o1)c1cncc(Br)c1	39
CCc1ccccc1N/C(=N\S(=O)(=O)c1ccccc1)C(F)(F)F	-3
O=C1/C(=C/c2ccc(O)c(O)c2)SC(=S)N1Nc1ccccc1	22
O=C1CCc2cc(S(=O)(=O)N3CCN(c4ccccc4F)CC3)ccc2N1	6
CCC(C)NC(=O)Nc1ccccc1F (stereo not drawn)	-2
CCCCOC(=O)C1=C(C)NC(=O)NC1c1ccc([N+](=O)[O-])s1 (stereo not drawn)	12
COc1ccc(-c2csc(-c3cc4ccccc4oc3=N)n2)cc1	-12
Cn1c(SCC(=O)N/N=C/C=C/c2ccco2)nc2ccccc21	7
Cc1ncc([N+](=O)[O-])n1CCOC(=O)c1ccccc1	-7
Cc1cccc(OCCNC(=O)CSc2ccc(C(F)(F)F)cc2[N+](=O)[O-])c1	2
Cc1ccc(C(=O)NCCc2nc3ccccc3[nH]2)cc1[N+](=O)[O-]	-2
CCOC(=O)c1ccc(S(=O)(=O)Nc2ccc3cn[nH]c3c2)cc1	-10
COc1ccc([N+](=O)[O-])cc1NC(=O)Nc1cccc(Cl)c1	-4
COc1cccc(NC(=O)Nc2cc(NC(=O)Nc3cccc(OC)c3)c(C)nc2C)c1	3
Cc1ccccc1Nc1nnc(SCC(=O)c2cc3ccccc3o2)s1	-3

Arranged by SMILES length (falling): 13 of the compounds above.
SMILES	ARNT TACC3 PPI
COc1cccc(NS(=O)(=O)c2ccc3[nH]cc(C(=O)N(C)Cc4ccco4)c(=O)c3c2)c1	9
O=C(N/N=C/c1ccc(-c2ccccc2[N+](=O)[O-])o1)c1cncc(Br)c1	39
Cc1cccc(OCCNC(=O)CSc2ccc(C(F)(F)F)cc2[N+](=O)[O-])c1	2
Cc1ccc(C(=O)NCCc2nnc3ccc(SCC(=O)Nc4ccccc4C)nn23)cc1	-10
Cc1ccc(C(=O)NCCc2nc3ccccc3[nH]2)cc1[N+](=O)[O-]	-2
O=C1CCc2cc(S(=O)(=O)N3CCN(c4ccccc4F)CC3)ccc2N1	6
CCOC(=O)c1ccc(S(=O)(=O)Nc2ccc3cn[nH]c3c2)cc1	-10
COc1ccc([N+](=O)[O-])cc1NC(=O)Nc1cccc(Cl)c1	-4
O=C1/C(=C/c2ccc(O)c(O)c2)SC(=S)N1Nc1ccccc1	22
Cn1c(SCC(=O)N/N=C/C=C/c2ccco2)nc2ccccc21	7
COc1ccc(-c2csc(-c3cc4ccccc4oc3=N)n2)cc1	-12
Cc1ncc([N+](=O)[O-])n1CCOC(=O)c1ccccc1	-7
CCC(C)NC(=O)Nc1ccccc1F (stereo not drawn)	-2

Next part.
SMILES	ARNT TACC3 PPI
CN(C(=O)Nc1ccc(Cl)c(Cl)c1)c1ccccc1C(=O)O	1
O=C(COc1ccc(C(=O)c2ccccc2)cc1)NCc1ccc(F)cc1	-1
COCCn1c(SCC(=O)Nc2ccc(N3CCOCC3)cc2)nc2ccccc21	-5
Cc1cc(-c2csc(NC(=O)c3ccc(S(=O)(=O)N(C)C)cc3)n2)c(C)n1-c1ccccc1	-7
c1ccc(-c2csc(Nc3ncccn3)n2)cc1	-2
COc1cc(OC)c(NC(=O)CC(C)=O)cc1Cl	-5
CCCc1nn(C)c(C(=O)Nc2cccc(Cl)c2)c1Cl	-22
O=C(CCc1nc2ccccc2c(=O)[nH]1)OCc1ccc(Cl)cc1Cl	-13
Cc1ccc(N(CN2C(=O)NC(C)(C)C2=O)CN2C(=O)NC(C)(C)C2=O)cc1	-2

An excerpt (hit frequency here may not be typical).
